GSTO1 inh: inhibitors of recombinant GSTO1, primary screen, counter-screen for RBBP9 inhibitor project, biochemical, fluorescence polarization. Glutathione S-transferase omega-1 (Homo sapiens), P78417. activity-based probe fluorescence polarization. inhibition, % at 5.96 µM. 300,000 tested, 1.1% active. AID 1974, 2009;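 active means inhibition above the campaign mean inhibition plus 3 SD, cut at about 35% in these data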;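 further: 0% = GSTO1-1 with DMSO and 100% = wells lacking GSTO1-1 enzyme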
pPAFAH FP inh: pPAFAH enzyme inhibitors, primary screen, biochemical, fluorescence polarization, human. AID 463082, 2010. Platelet-activating factor acetylhydrolase (Homo sapiens), Q13093. recombinant pPAFAH, FP-rhodamine probe fluorescence polarization. 330,000 tested, 1.5% active. inhibition, % at 3.39 µM;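 active means inhibition above the mean inhibition across the screen plus 3 SD, cut at about 25% in these data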;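 further: inhibitors block binding of the rhodamine activity-based probe so polarization drops; 0% = enzyme with DMSO and 100% = wells lacking pPAFAH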
LYPLA2 inh: LYPLA2 inhibitors, primary screen, counter-screen for PME1 inhibitor project, biochemical, fluorescence polarization, FP-Rh probe ABPP | recombinant LYPLA2 | inhibition, % at 5.9 µM | 320,000 tested, 0.38% active;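 active means inhibition above the screen-wide mean plus 3 SD, limit set per campaign, cut at about 26% in these data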;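 further: 0% = LYPLA2 with DMSO and 100% = wells lacking LYPLA2 enzyme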
LYPLA1 inh: LYPLA1 inhibitors, primary screen, counter-screen for PME1 inhibitor project, biochemical, fluorescence polarization, FP-Rh probe ABPP. recombinant LYPLA1. inhibition, % at 5.9 µM. 320,000 tested, 0.16% active. Acyl-protein thioesterase 1 (Homo sapiens), O75608. AID 2174, 2009;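 active means inhibition above the mean of all tested compounds plus 3 SD, set per campaign, cut at about 14% in these data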;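 further: inhibitors block serine hydrolase probe labeling of LYPLA1 so polarization falls; 0% = enzyme with DMSO and 100% = wells lacking LYPLA1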
PAFAH1B2 inh: PAFAH1B2 enzyme inhibitors, primary screen, biochemical, fluorescence polarization, human. 340,000 tested, 1.2% active. AID 492953, 2010. inhibition, % at 3.39 µM. Platelet-activating factor acetylhydrolase IB subunit alpha2 (Homo sapiens), P68402. recombinant PAFAH1B2, FP-rhodamine activity probe;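 active means inhibition above the mean of all tested compounds plus 3 SD, cut at about 24% in these data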;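 further: 0% = enzyme with DMSO and 100% = wells lacking PAFAH1B2; many of its hits are not listed in these tables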
Target sequence (P68402 whole entry, looked up): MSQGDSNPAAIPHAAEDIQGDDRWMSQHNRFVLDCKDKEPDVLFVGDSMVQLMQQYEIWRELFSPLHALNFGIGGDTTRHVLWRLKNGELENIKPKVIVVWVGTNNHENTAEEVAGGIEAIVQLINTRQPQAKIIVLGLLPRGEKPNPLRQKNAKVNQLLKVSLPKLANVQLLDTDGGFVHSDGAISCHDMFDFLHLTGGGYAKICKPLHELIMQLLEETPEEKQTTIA
PREPL inh: PREPL enzyme inhibitors, primary screen, biochemical, fluorescence polarization. Prolyl endopeptidase-like (Homo sapiens), Q4J6C6. recombinant PREPL, fluorescence polarization activity-based probe. inhibition, % at 5.96 µM. 320,000 tested, 0.68% active; in the data active means inhibition above about 43%;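 further: 0% = enzyme with DMSO and 100% = wells lacking enzyme; many of its hits are not listed in these tables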
PAFAH1B3 inh: PAFAH1B3 enzyme inhibitors, primary screen, biochemical, fluorescence polarization, human; 340,000 tested, 0.28% active; AID 492972, 2010; recombinant PAFAH1B3, FP-rhodamine probe; inhibition, % at 3.39 µM;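 active means inhibition above the screen-wide average of all tested compounds plus 3 SD, cut at about 25% in these data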;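 further: 0% = enzyme with DMSO only and 100% = wells lacking PAFAH1B3 protein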
Target sequence (Q15102 whole entry, looked up): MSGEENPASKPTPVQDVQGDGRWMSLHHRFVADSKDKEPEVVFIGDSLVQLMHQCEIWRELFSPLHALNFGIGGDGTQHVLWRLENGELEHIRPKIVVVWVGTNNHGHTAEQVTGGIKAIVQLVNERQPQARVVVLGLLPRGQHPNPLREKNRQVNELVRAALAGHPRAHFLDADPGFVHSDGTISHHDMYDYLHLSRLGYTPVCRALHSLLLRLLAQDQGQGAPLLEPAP
PME-1 inh: PME-1 inhibitors via competitive probe labeling, primary screen, biochemical, fluorescence polarization, FP-Rh probe, HTS; recombinant PME-1; inhibition, % at 5.9 µM; 320,000 tested, 0.53% active; AID 2130, 2009;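 active means inhibition above the campaign mean of all compounds plus 3 SD, cut at about 26% in these data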;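 further: competitive labeling of PME-1 active site by serine hydrolase directed probe; 0% = PME-1 with DMSO and 100% = wells lacking PME-1 enzyme; inhibitors block probe labeling so polarization falls and inhibition rises; many of its hits are not listed in these tables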
Target sequence (Q9Y570 whole entry, looked up): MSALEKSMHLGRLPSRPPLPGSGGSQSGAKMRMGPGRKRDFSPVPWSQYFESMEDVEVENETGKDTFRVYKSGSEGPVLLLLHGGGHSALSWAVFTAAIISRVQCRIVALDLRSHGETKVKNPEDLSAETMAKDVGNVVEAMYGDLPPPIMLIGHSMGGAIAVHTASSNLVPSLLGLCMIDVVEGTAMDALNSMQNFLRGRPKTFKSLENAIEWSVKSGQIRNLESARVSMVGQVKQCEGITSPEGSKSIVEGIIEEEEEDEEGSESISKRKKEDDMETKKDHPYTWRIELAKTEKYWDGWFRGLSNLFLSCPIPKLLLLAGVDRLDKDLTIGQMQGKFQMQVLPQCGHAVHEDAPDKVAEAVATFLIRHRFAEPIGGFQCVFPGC
PAD4 inh: human PAD4 inhibitors, primary screen, biochemical, fluorescence polarization, 1536-well format; inhibition, % at 6.36 µM; 330,000 tested, 0.41% active; AID 485272, 2010; recombinant PAD4, RCA probe fluorescence polarization;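 active means percent inhibition above a cutoff equal to the mean of all tested compounds plus 3 SD, cut at about 15% in these data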;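 further: 0% = PAD4 with RCA probe and DMSO and 100% = probe without PAD4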
Active calls of the source: *; . = not tested or not shown. This is a subset; the hit share may differ from the screen's.

(1) Cc1cc(C(=O)Nc2c(C)nn(Cc3ccccc3)c2C)on1
(2) Cc1c(Cl)cccc1NC(=S)NCCc1ccccn1
(3) CCC1Oc2ccc(C)cc2N(CC(=O)NCC2COc3ccccc3O2)C1=O (configuration not stated)
(4) CN(CC(=O)Nc1ccc(Cl)c(C(F)(F)F)c1)C(=O)C1CCCO1 (configuration not stated)
(5) N#C/C(=N\Nc1ccc(S(=O)(=O)N2CCCCC2)cc1)C(N)=S
(6) Cc1cc(C)c2cc(C#N)c(NCCOC(=O)c3ccccc3C)nc2c1
(7) C[C@]12c3[nH]c4cc(-c5ccco5)ccc4c3CCN1C(=O)[C@@H](CC(=O)NCCN1CCOCC1)C[C@@H]2C(=O)N1CCCCC1
(8) O=C(NCCc1cnc[nH]1)Nc1cccc(C(F)(F)F)c1
assay / entry	1	2	3	4	5	6	7	8
GSTO1 inh	3	1	2	.	13	-3	.	7
pPAFAH FP inh	0	3	0	4	16	1	-2	-11
LYPLA2 inh	-9	0	5	-2	7	-8	.	2
LYPLA1 inh	-1	-1	0	-2	0	-8	.	-2
PAFAH1B2 inh	1	4	6	-2	9	-3	4	2
PREPL inh	14	0	7	6	10	-2	.	-3
PAFAH1B3 inh	2	3	5	3	13	10	5	3
PME-1 inh	-5	3	0	3	1	-7	.	-8
PAD4 inh	-2	4	-3	-2	4	-2	-5	-9

(9) Cn1c(C2CCCCC2)nc2c1c(=O)[nH]c(=O)n2Cc1ccccc1
(10) COc1ccc(-n2ccnc(SCC(=O)NCc3ccccc3Cl)c2=O)cc1
(11) COc1cccc(CNC(=O)C2=Cc3cccc(OC)c3OC2)c1
(12) O=c1[nH]n(Cc2ccccc2)c2ccccc12
(13) C=CCOC(=O)C1=C(C)OC(N)=C(C#N)C1c1ccc(OC)c(CSc2ccccn2)c1 (configuration not stated)
(14) COc1ccccc1N1CCN(C(=O)NCc2cccc(C(F)(F)F)c2)CC1
(15) COc1cc(/C=N/NC(=S)Nc2cccc(Cl)c2C)ccc1OCC(=O)N1CC(C)OC(C)C1 (configuration not stated)
(16) CC(/C=C/c1ccccc1)=N\NC(=O)Cn1nc(C)cc1C
assay / entry	9	10	11	12	13	14	15	16
GSTO1 inh	-3	-2	2	2	-3	-4	-2	1
pPAFAH FP inh	8	1	4	3	9	6	17	4
LYPLA2 inh	1	-7	1	3	7	0	-4	-1
LYPLA1 inh	4	0	-4	0	1	5	-5	-2
PAFAH1B2 inh	9	-2	7	2	7	8	-1	4
PREPL inh	4	19	-3	-7	-1	2	-1	8
PAFAH1B3 inh	10	3	11	12	5	8	0	0
PME-1 inh	9	-9	3	-2	9	-4	6	-6
PAD4 inh	3	3	-1	-2	-6	-1	-4	1

(17) COC(=O)c1ccc(Oc2nc(NC(C)C)nc(SC)n2)cc1
(18) CCOC(=O)CCn1c(=S)n(CCC(=O)OCC)c2ccccc21
(19) Fc1cccc(C2CCCCN2Cc2nc(C3CC3)no2)c1 (configuration not stated)
(20) COc1ccc(S(=O)(=O)Cc2ccc(C(=O)N3CCN(c4ncccn4)CC3)o2)cc1
(21) CC(=O)Nc1ccc(S(=O)(=O)NCC(=O)OCC(=O)N2CCN(c3ccccc3)CC2)cc1
(22) COc1cccc(CNC(=O)c2cc(S(=O)(=O)N3CCCC3)cn2C)c1
(23) COc1ccc(S(=O)(=O)N(C)C[C@H]2Oc3ccc(NS(=O)(=O)c4cccs4)cc3CC(=O)N([C@H](C)CO)C[C@H]2C)cc1
(24) Nc1ccc(C(=O)OCC(=O)N2CCN(C(=O)c3ccco3)CC2)cc1[N+](=O)[O-]
assay / entry	17	18	19	20	21	22	23	24
GSTO1 inh	-1	0	4	-2	7	-5	.	5
pPAFAH FP inh	4	-2	5	2	1	9	10	0
LYPLA2 inh	0	7	2	0	-3	1	.	8
LYPLA1 inh	0	-6	5	1	-3	2	.	4
PAFAH1B2 inh	5	4	5	2	2	-2	13	5
PREPL inh	-2	7	3	-2	27	-9	16	-6
PAFAH1B3 inh	1	9	6	5	9	1	6	3
PME-1 inh	4	2	0	3	-6	2	.	0
PAD4 inh	1	-3	-4	-3	-1	-2	7	-2

(25) O=C(Nc1ccccc1)C1=C[C@@H](C2CCCCC2)C[C@@H](OCCCCO)O1
(26) CCOc1ccc2nc(NCCCNS(=O)(=O)c3ccc(C)cc3)c(C#N)cc2c1
(27) Cc1ccc(Cl)cc1N1CCN(c2cccc[n+]2C)CC1
(28) COc1cccc(NC(=O)Cn2c(=O)n(C)c(=O)c3sc4c(c32)COC(C)(C)C4)c1
(29) Cc1cc(S(=O)(=O)N2CCCC2)ccc1OCC(=O)Nc1ccc(C(N)=O)cc1
(30) CC(=O)c1c(C)oc(C)c1CSCc1ccc(C(=O)O)o1
(31) COc1c([N+](=O)[O-])c(=O)oc2ccccc12
(32) C#CCNC(=O)C1=C[C@H](C2CCCCC2)C[C@H](OCc2ccc(CO)cc2)O1
assay / entry	25	26	27	28	29	30	31	32
GSTO1 inh	1	0	-3	6	.	0	-27	-5
pPAFAH FP inh	1	0	-3	3	50*	6	-6	8
LYPLA2 inh	0	2	-1	9	-2	-1	-7	-2
LYPLA1 inh	-2	-3	0	2	-4	-1	2	1
PAFAH1B2 inh	-9	5	1	6	-1	3	1	4
PREPL inh	6	-1	17	-4	7	12	-1	1
PAFAH1B3 inh	8	5	-2	8	4	12	7	5
PME-1 inh	3	-5	-1	1	8	-5	0	-1
PAD4 inh	-3	1	-3	3	0	3	-4	-2

(33) O=C1CC(c2ccccc2Cl)C2=C(COC2=O)N1 (configuration not stated)
(34) CCN(CC)C(=O)COc1coc(CN2CCN(c3cccc(Cl)c3)CC2)cc1=O
(35) Cc1ncsc1CCOC(=O)c1ccc(N2CCOCC2)c([N+](=O)[O-])c1
(36) Cc1ccc(NC(=O)c2cnn(-c3ccccc3)c2NC(=O)c2ccco2)cc1C
(37) O=C(c1cn(-c2ccccc2)nc1-c1ccc(Br)cc1)N1CCOCC1
(38) O=C(O)C1CC=CCC1C(=O)NCc1ccc(Cl)c(Cl)c1 (configuration not stated)
(39) CC(NC(=O)CCc1nnc(Cc2cccc(C(F)(F)F)c2)o1)C1CC1 (configuration not stated)
(40) CN(C(=O)COC(=O)c1ccc2ccccc2n1)C1CCS(=O)(=O)C1 (configuration not stated)
assay / entry	33	34	35	36	37	38	39	40
GSTO1 inh	-2	-3	2	-3	4	10	-3	-2
pPAFAH FP inh	-7	8	0	0	1	1	1	3
LYPLA2 inh	3	4	14	-3	-7	-7	6	3
LYPLA1 inh	-1	1	4	-2	-2	-1	3	-3
PAFAH1B2 inh	-1	2	0	5	3	1	-1	2
PREPL inh	-14	12	8	7	-2	12	11	7
PAFAH1B3 inh	1	9	0	4	4	6	4	6
PME-1 inh	-5	0	6	-7	5	0	-7	1
PAD4 inh	5	-1	-1	-5	-1	0	-6	-8

(41) Cc1no[n+]([O-])c1COc1cccc(/C=N/Nc2nncn2N)c1
(42) COc1cc(OC)nc(NC(=O)C(C)C)n1
(43) COc1ccc(/C=C/c2noc(-c3ccccc3O)n2)cc1
(44) C=CCNCCCCOc1ccc(Br)cc1C
(45) CC(C)(C)[C@H]1COC(=O)CC/C=C\C[C@@H](CC(=O)N(CCO)Cc2ccccc2)C(=O)N1
(46) CNC(=S)NNc1nc(N2CCOCC2)nc(N2CCOCC2)n1
(47) O=C(COC(=O)C1CCN(S(=O)(=O)c2c(Cl)cccc2Cl)CC1)NCc1ccco1
(48) O=C(NCCNC(=O)c1cc(Cl)ccc1Cl)c1ccccn1
assay / entry	41	42	43	44	45	46	47	48
GSTO1 inh	18	-4	0	0	.	-2	1	4
pPAFAH FP inh	9	-5	1	-2	-2	-3	11	3
LYPLA2 inh	-6	0	1	1	.	-4	-2	0
LYPLA1 inh	-4	0	-2	0	.	-1	-2	-3
PAFAH1B2 inh	6	3	5	1	0	-6	6	7
PREPL inh	-20	5	14	-18	16	17	0	-11
PAFAH1B3 inh	4	-5	-2	-4	8	2	2	13
PME-1 inh	1	-7	-24	-2	.	2	5	-5
PAD4 inh	32*	-5	-5	-1	1	-6	5	-6

(49) CC1=Nn2c(nnc2-c2ccc(F)cc2)SC1
(50) O=C(CN(c1cccc([N+](=O)[O-])c1)S(=O)(=O)c1ccccc1)NCc1ccccc1
(51) CN1CCN(/N=C/c2ccc(-c3ccc([N+](=O)[O-])cc3Cl)o2)CC1
(52) C=CCOc1c(Cl)cc(CNCCCN2CCOCC2)cc1OC
(53) O=[N+]([O-])c1ccc(N2CCNCC2)c(S(=O)(=O)N2CCOCC2)c1
(54) CC(C)CN1C2CCCC1CC(NC(=O)c1ccc([N+](=O)[O-])cc1)C2 (configuration not stated)
(55) O=C(O)CCC(=O)NCCc1cccc(Cl)c1
(56) Cc1ccc(C(=O)Oc2coc(CSc3nnc(NC(=O)c4cccs4)s3)cc2=O)cc1C
assay / entry	49	50	51	52	53	54	55	56
GSTO1 inh	-2	2	7	-1	-2	4	-1	-8
pPAFAH FP inh	-2	5	4	-2	4	-4	0	16
LYPLA2 inh	3	-15	-8	-5	3	-7	3	-4
LYPLA1 inh	1	-1	-1	0	1	0	0	-5
PAFAH1B2 inh	1	1	0	2	-1	1	7	-3
PREPL inh	8	-2	38	-1	6	5	1	41
PAFAH1B3 inh	5	3	0	7	-5	4	10	7
PME-1 inh	1	2	3	4	5	-2	-6	-7
PAD4 inh	-1	-3	-11	-8	0	4	-2	-1

(57) CN(C)c1cccc(C(=O)Nc2nc3ccccc3[nH]2)c1
(58) C[C@@H]1CC2OC(=O)[C@@]3(C)C(=O)CC[C@@](C)(C23)[C@@]1(O)CCc1ccoc1 (some centres not stated)
(59) C#CCSc1nnc(-c2ccccc2)c(=O)[nH]1
(60) CC(=O)N1CCC2(CC1)C(C#N)=C(N)Oc1n[nH]c(CSc3ccc(C)cc3)c12
assay / entry	57	58	59	60
GSTO1 inh	9	-10	-6	32
pPAFAH FP inh	2	1	-2	6
LYPLA2 inh	-3	-1	0	-1
LYPLA1 inh	1	-1	-2	0
PAFAH1B2 inh	0	3	4	2
PREPL inh	-1	8	5	-2
PAFAH1B3 inh	2	7	2	-1
PME-1 inh	-3	-6	-5	-11
PAD4 inh	-5	3	-2	0

Complete entries from above. Screens in order: GSTO1 inh	pPAFAH FP inh	LYPLA2 inh	LYPLA1 inh	PAFAH1B2 inh	PREPL inh	PAFAH1B3 inh	PME-1 inh	PAD4 inh
C[C@@H]1CC2OC(=O)[C@@]3(C)C(=O)CC[C@@](C)(C23)[C@@]1(O)CCc1ccoc1 (some centres not stated) reads -10	1	-1	-1	3	8	7	-6	3
CN(C)c1cccc(C(=O)Nc2nc3ccccc3[nH]2)c1 reads 9	2	-3	1	0	-1	2	-3	-5

Screens as filed in PubChem.
